ST2 IL33 inh – IL1RL1 inhibition; AID 1259354; inhibition, % for hits at 17 µM; AlphaLISA ST2-Fc/biotin-IL-33 interaction, 1 h; 2.3% of 78,000 active; Q01638; in the data active means inhibition above about 30%; inconclusive means mostly about 10% to 28%
Target sequence (Q01638 whole entry, looked up): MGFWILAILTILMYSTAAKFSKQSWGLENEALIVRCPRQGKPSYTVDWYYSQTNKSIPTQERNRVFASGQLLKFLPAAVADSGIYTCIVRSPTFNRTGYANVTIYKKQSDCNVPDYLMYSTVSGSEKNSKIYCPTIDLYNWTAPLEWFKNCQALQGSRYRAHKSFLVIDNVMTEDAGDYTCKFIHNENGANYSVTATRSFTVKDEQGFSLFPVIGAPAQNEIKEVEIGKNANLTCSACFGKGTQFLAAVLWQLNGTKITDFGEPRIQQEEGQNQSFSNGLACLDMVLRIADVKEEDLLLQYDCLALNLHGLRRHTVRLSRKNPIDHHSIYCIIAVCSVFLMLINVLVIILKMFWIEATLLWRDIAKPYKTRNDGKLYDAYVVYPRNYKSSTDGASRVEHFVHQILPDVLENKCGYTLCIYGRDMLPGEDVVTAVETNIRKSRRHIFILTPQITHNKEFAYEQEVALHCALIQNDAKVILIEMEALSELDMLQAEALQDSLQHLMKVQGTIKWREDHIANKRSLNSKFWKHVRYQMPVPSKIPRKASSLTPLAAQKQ
Active calls of the source: *; i = inactive; ? = inconclusive. Only part of the results is shown, so the mix of outcomes need not match the whole.

No.	SMILES	ST2 IL33 inh
1	O=C(NCc1ccccc1)N[C@H]1CO[C@H]2[C@@H]1OC[C@@H]2n1nnnc1Oc1ccc(-n2ccnc2)cc1	i
2	CC(C)CCNC(=O)C1C2C=CC3(CN(Cc4cccs4)C(=O)C13)O2 (stereo not given)	i
3	Cc1ccc(C)c(N2CCN(C(=O)CNS(=O)(=O)c3ccc(Br)s3)CC2)c1	i
4	O=C1CCCN2N=C(SCC(=O)N3CCCc4ccccc43)SC2=N1	i
5	Cc1c(C(=O)N2CCCC2)oc2ccc(S(=O)(=O)N3CC(C)CC(C)C3)cc12 (stereo not given)	i
6	CN1CC(n2cnc(-c3ccccc3)c2-c2ccccc2C(=O)O)CCC1=O (stereo not given)	i
7	CSc1ccc(CC2(CCC(=O)N[C@@H]3CCCC[C@H]3c3ccccc3)CCC(=O)N2)cc1 (stereo not given in full)	i
8	O=C(c1cccc(Br)c1)N1CCN=C1SCc1ccccc1F	i
9	O=C(CC1NC(=O)c2ccccc21)NCCc1nc2c(s1)CCC2 (stereo not given)	?
10	Cc1nc(C(N)=O)c2c(n1)n(-c1ccc(C)c(C)c1)c(=O)n2C	?
11	Nc1c(S(=O)(=O)O)cc(Nc2ccc(Nc3nc(Cl)nc(Nc4ccc(S(=O)(=O)O)cc4)n3)c(S(=O)(=O)O)c2)c2c1C(=O)c1ccccc1C2=O	81.0%*
12	Cc1cc(C(=O)N2CCCC(CCc3ccc(F)cc3)C2)cc2sc(N)nc12 (stereo not given)	i
13	Cc1cc(CNC(=O)c2ocnc2C)c2[nH]c(-c3ccccc3)c(C)c2c1	i
14	Cn1nc(CN2CCC3(CC2)CNC(=O)C3)c2c(Cl)cccc21	i
15	Cc1ccc(Cn2nc(C)c(NC(=O)CCCn3nc([N+](=O)[O-])cc3C)c2C)cc1	i
16	Cc1cc(Cl)ccc1NC(=O)Cc1ccccc1[N+](=O)[O-]	i
17	COC(=O)COc1ccc(S(=O)(=O)Nc2ccc3c(c2)OCCO3)cc1	i
18	Cc1nnc(CN2CCC(=O)N(Cc3ccc(F)cc3)C(C(C)C)C2)s1 (stereo not given)	i
19	Cc1ccc(C2CC(C(F)(F)F)n3nc(C(=O)NCCc4ccccc4)cc3N2)cc1 (stereo not given)	i
20	Cn1cnc([N+](=O)[O-])c1Sc1ncnc2c1ncn2Cc1ccccc1	i
21	Cc1c(Cl)cccc1NC(=O)N1CCCCC1CN1CCOCC1 (stereo not given)	i
22	Cc1cc(C)n2nc(SC(C)C(=O)O)nc2n1 (stereo not given)	i
23	COc1cc(NC(=O)c2noc3c2CCCC3)c(OC)cc1Cl	?
24	CCN(CCC#N)c1ccccc1	i
25	CCn1c(=O)c([N+](=O)[O-])c(Nc2ccc(NC(C)=O)cc2)c2ccccc21	?
26	O=S(=O)(c1ccc(C2CCCCC2)cc1)N(CCCN1CCOCC1)Cc1cccs1	i
27	COc1ccc(C2=NNC(c3ccccc3)C2)c(O)c1 (stereo not given)	i
28	COc1ccc([C@@H]2C(C#N)=C(N)S[C@H]2C(=O)c2ccccc2)cc1	i
29	O=C(NCc1ccc(F)cc1)C1C2C=CC3(CN(Cc4cccs4)C(=O)C13)O2 (stereo not given)	i
30	Cn1c(=O)c2c(SCc3ccccc3)nc(-c3ccc(F)cc3)nc2n(C)c1=O	i
31	N#CC1=C(N)N(c2ccccc2[N+](=O)[O-])C2=C(C(=O)CCC2)C1c1ccc2c(c1)OCO2 (stereo not given)	i
32	COCc1cc(C)nc2sc3c(c12)NC(c1ccco1)N(Cc1ccccc1)C3=O (stereo not given)	?
33	CCCc1cc(C(=O)Nc2cc(Cl)ccc2O)no1	i
34	CCCCNC(=O)c1ccc(Cn2c(=O)c3cc(OC)c(OC)cc3n(CC(=O)NCCC)c2=O)cc1	i
35	O=C(c1cn(Cc2ccccc2Cl)nn1)N1CCCCC1c1cccnc1 (stereo not given)	i
36	Cc1sc2c(c1C)c(=O)n(CCc1ccccc1)c(=O)n2Cc1cc(=O)n2ccccc2n1	?
37	Cc1ccc(CCC(=O)Nc2ccccc2)o1	?
38	O=C(O)c1cc(N2C(=O)C3C4c5ccccc5C(c5ccccc54)C3C2=O)ccc1Cl (stereo not given)	i
39	CCC(=O)Nc1cccc(C(=O)N(CC#Cc2ccccc2)C2CC2)c1	?
40	CC(C)Oc1cccc(C(=O)Nc2cccc(-c3nc4ncccc4o3)c2)c1	i
41	CN(CC(=O)Nc1cnccn1)Cc1csc(-c2ccccc2)n1	i
42	Cn1c(=O)c2c(ncn2CC(=O)N2CCN(c3ccc(F)cc3)CC2)n(C)c1=O	i
43	COc1ccc(N2C(=O)C3CCCN3C2c2cccc(F)c2)cc1Cl (stereo not given)	?
44	COc1cc2c(cc1OC)C(C(=O)N1CCC(C)CC1)C(c1cccs1)N(C)C2=O (stereo not given)	i
45	CNC(=O)C(Sc1ccccc1)c1ccccc1 (stereo not given)	i
46	O=C(O)C1C2C=CC(O2)C1C(=O)Nc1ccc(F)c(Cl)c1 (stereo not given)	?
47	CN1CCN(c2nc(-c3cccs3)cc(C(F)(F)F)n2)CC1	i
48	CCOC(=O)C1C(=O)C=C(c2cccs2)CC1c1ccc(CC)cc1 (stereo not given)	?
49	CCc1nc2nc(C)[nH]n2c(=O)c1NC(=O)Nc1ccc(F)cc1F	i
50	CC(C)(C)NS(=O)(=O)c1cc(Br)cc2c1N(C(=O)C1CC1)CC2	i
51	CN(C(=O)CC1=CCCCC1)C1CCCN(C2Cc3ccccc3C2)C1 (stereo not given)	i
52	CC(C)(C)C1CCc2c(sc3nc(CCC(=O)O)[nH]c(=O)c23)C1 (stereo not given)	i
53	O=C(O)CSc1nnc(Cc2c[nH]c3ccccc23)n1-c1ccccc1F	i
54	CCCOc1cccc(C(=O)Nc2cccc(C)c2C)c1	i
55	CCOc1ccc(NC(=O)c2ccc([N+](=O)[O-])o2)cc1	i
56	CC(C)(C)NC(=O)NC12CC3CC(CC(C3)C1)C2	?
57	CCCOc1ccc(C2C3=C(CC(C)(C)CC3=O)N(CC(=O)O)C3=C2C(=O)CC(C)(C)C3)cc1	i
58	CCCCN(CC)CCNC(=O)c1cc2cc3ccc(OC)cc3nc2o1	i
59	O=C(CN(Cc1ccccc1)S(=O)(=O)c1cc(Cl)ccc1Cl)NCc1ccncc1	i
60	CC(C)NS(=O)(=O)c1cc(C(=O)O)cc(-c2ccc(N3CCOCC3)cc2)c1	?

More compounds follow:
No.	SMILES	ST2 IL33 inh
61	CN(C)c1ccc(C=Nc2cnn(C)c2C(N)=O)cc1	?
62	O=S(=O)(Cc1ccccc1)N1CCCC1c1ccccn1 (stereo not given)	?
63	O=C(CCC(=O)N1CCCC(O)(CO)C1)c1ccccc1 (stereo not given)	?
64	Cc1ccc2c([N+](=O)[O-])c(C)ccc2n1	i
65	O=C1OC(c2cccc(I)c2)=N/C1=C\c1ccccc1	?
66	COc1ccc(-c2nnc(SCCC(=O)O)n2C)cc1	i
67	CCOC(=O)Cn1nnc2sc3c(c2c1=O)CCC(C)C3 (stereo not given)	?
68	Cc1cc(Nc2ccc(I)cc2C)n2ncnc2n1	i
69	C[C@@]1(C2CCCC2)Cc2cc(OCC(=O)O)c(Cl)c(Cl)c2C1=O	?
70	COc1cccc(C2C(C(=O)Nc3ccc(C)cn3)=C(C)NC3=C2C(=O)CC(C)(C)C3)c1OC (stereo not given)	i
71	CN(C)c1nc2ccc(OCCN3CCCCC3)cc2s1	?
72	Cc1ccc(S(=O)(=O)Cc2noc([C@@H]3C[C@@H](O)CN3Cc3c[nH]c4ccccc34)n2)cc1	i
73	COc1cc(Cl)cc(C(=O)N2CC3(CCNCC3)CC2C(=O)O)c1 (stereo not given)	i
74	Cc1ccc(C(O)=C2C(=O)C(=O)N(c3ccccn3)C2c2ccccc2Cl)cc1 (stereo not given)	i
75	CCc1nc2nc(C)c(NC(=O)Nc3ccc(F)c(Cl)c3)c(=O)n2[nH]1	?

Sorted by heavy-atom count (rising): part of the list above
No.	SMILES	ST2 IL33 inh
43	COc1ccc(N2C(=O)C3CCCN3C2c2cccc(F)c2)cc1Cl (stereo not given)	?
40	CC(C)Oc1cccc(C(=O)Nc2cccc(-c3nc4ncccc4o3)c2)c1	i
32	COCc1cc(C)nc2sc3c(c12)NC(c1ccco1)N(Cc1ccccc1)C3=O (stereo not given)	?

Next part.
No.	SMILES	ST2 IL33 inh
76	CC(=O)c1cccc(OCc2cc(C(=O)N(C)C(C)c3ccncn3)no2)c1 (stereo not given)	i
77	C[C@@H]1C(=O)O[C@H]2[C@H]1CC[C@@]1(C)Cc3sc(NS(=O)(=O)c4ccc(F)c(Cl)c4)nc3[C@@H](C)[C@H]21	i
78	COC(=O)C1=COC(O[C@@H]2O[C@H](CO)[C@@H](O)[C@H](O)[C@H]2O)/C(=C\C(=O)O)C1CC(=O)OCCc1ccc(O)c(O)c1 (stereo not given in full)	i
79	CCc1c(C)c(C#N)c2nc3ccccc3n2c1N1CCOCC1	i
80	COc1ccc(/C=C/C(=O)n2cc(C)nc2C)cc1OC	?
81	CCOc1ccccc1NC1=NC2CS(=O)(=O)CC2S1 (stereo not given)	i
82	CCOC(=O)c1sc(=NC(=O)c2ccc(OC)c(OC)c2)n(C)c1C	?
83	CCSc1nnc(NC(=O)c2ccccc2Br)s1	i
84	COc1cc(OC)cc(-c2nnc(NC(=O)c3ccc(S(=O)(=O)N(C)C)cc3)o2)c1	i
85	CCCc1ccc(OCC(O)CN2CCN(C)CC2)cc1 (stereo not given)	?
86	O=C(c1ccncc1)N1CCN(Cc2ccccc2)CC1	i
87	CC(C)(C)c1ccc(-c2cc(C[C@H]3CNCC[C@H]3CC(=O)N3CCN(Cc4ccccc4)CC3)no2)cc1	i
88	CN(CCCc1cnn(C)c1)c1nc(-c2cccnc2)nc2c1cnn2C	30.0%*
89	COc1ccc(/C=C2/c3cc(C)ccc3-c3ncccc32)cc1	31.0%*
90	O=C1C(=O)N(Cc2ccccc2)c2ccc(Br)cc21	30.0%*

Laid out differently: results already given
[15] Cc1ccc(Cn2nc(C)c(NC(=O)CCCn3nc([N+](=O)[O-])cc3C)c2C)cc1
  ST2 IL33 inh: i

[65] O=C1OC(c2cccc(I)c2)=N/C1=C\c1ccccc1
  ST2 IL33 inh: ?

(listing goes on)
No.	SMILES	ST2 IL33 inh
91	Cc1nn(-c2ccccc2)c2c1C(c1ccncc1)C(C#N)=C(N)O2 (stereo not given)	38.0%*
92	Cc1ccc(C)c(Cn2nnc(C(=O)NCc3ccc4c(c3)OCO4)c2N)c1	i
93	CC1=NN(c2ccccc2)C(=O)/C1=C\c1cc([N+](=O)[O-])c(Cl)cc1Cl	?
94	CCN(CC)c1ccc(C2C(C(=O)Nc3ccccn3)=C(C)NC3=C2C(=O)CC(C)(C)C3)cc1 (stereo not given)	?
95	O=Cc1cn[nH]c1-c1ccccc1	i
96	Cn1cc(CC(=O)N2CCN(c3ccc(F)cc3)CC2)c2ccccc21	i
97	Cc1ccc(-n2c(SCC(=O)Nc3nccs3)nc3c(c2=O)SCC3)cc1	i
98	CN1CC2(CCCN(c3nccc(C(F)(F)F)n3)CC2)OC1=O (stereo not given)	?
99	COc1ccc(N2CCN(C(=O)C(NS(=O)(=O)c3cccs3)C(C)C)CC2)cc1 (stereo not given)	?
100	CCc1ccc(S(=O)(=O)N2CCN(c3cc(-c4ccc(F)cc4)ncn3)CC2)cc1	i
101	COc1ccc(C(=O)N2CCc3c(c(C(=O)N4CCOCC4)nn3CCC(C)C)C2)o1	?
102	CCC(=O)NCc1nc2ccccc2n1CC(C)C	?
103	O=C1NN(c2ccc(Cl)c(Cl)c2)C(=O)/C1=C/c1ccc(-c2ccc3c(c2)COC3=O)o1	?
104	Clc1cccc2c3c([nH]c12)CCN(Cc1cc2n(n1)CCNC2)C3	i
105	COCCNS(=O)(=O)c1cc(Br)cc2c1N(C(=O)C1CC1)CC2	i

In the list so far, 3 have a CF3 group.
No.	SMILES	ST2 IL33 inh
19	Cc1ccc(C2CC(C(F)(F)F)n3nc(C(=O)NCCc4ccccc4)cc3N2)cc1 (stereo not given)	i
47	CN1CCN(c2nc(-c3cccs3)cc(C(F)(F)F)n2)CC1	i
98	CN1CC2(CCCN(c3nccc(C(F)(F)F)n3)CC2)OC1=O (stereo not given)	?

Later entries.
No.	SMILES	ST2 IL33 inh
106	COc1ccc(NC(=O)N2Cc3[nH]cnc3C[C@H]2c2nc(-c3ccc(C)cc3)no2)cc1	?
107	C#CCOc1ccc(C(=O)N[C@@H]2CN(Cc3ccc(CO)o3)CCC[C@H]2O)cc1	?
108	COc1cc2c(cc1OC)C(SC)=NC1(CCCC1)C2	i
109	O=S(=O)(Nc1ccc(S(=O)(=O)Nc2ccccc2)cc1)c1ccccc1	i
110	O=C(O)C(NS(=O)(=O)c1ccc(Br)cc1)c1ccccc1 (stereo not given)	?
111	CCOc1cc(C2C(C(=O)OC(C)CC)=C(C)NC3=C2C(=O)C(C(=O)OC)C(C)C3)ccc1O (stereo not given)	i
112	CSc1nnc2c(n1)OC(c1ccccn1)Nc1ccc(Br)cc1-2 (stereo not given)	i
113	Cc1ccc(S(=O)(=O)N(C)c2ccc(N)cc2)cc1	i
114	CC(C)c1cc(C(=O)Nc2ccc(C#N)cc2)no1	i
115	COc1ccc(-c2nnc3n2N=C(c2cccc(Br)c2)CS3)cc1	i
116	O=C(CN(C1CCCCC1)S(=O)(=O)c1ccc(Br)cc1)NC1CC1	i
117	CCn1c(CC2CCN(Cc3cnc(-c4ccco4)nc3)CC2)n[nH]c1=O	i
118	CC(=O)N1CCc2nc(C)nc(N(C)CCN3CCOCC3)c2CC1	?
119	Cc1ccnc(NC(c2ccc(O)cc2)c2ccc3ccc(C)nc3c2O)c1 (stereo not given)	i
120	COc1ccc(CNC(=O)CC[C@H]2CNC(=O)[C@@H]3[C@@H](CCN3CC(C)(C)C)N2C)cc1	?
121	O=C(Cc1ccc(Br)cc1)Nc1cc(Cl)ccc1Cl	i
122	CCOC(=O)Cn1c(=O)n(-c2ccc(F)cc2)c2nc(-c3ccc(C)cc3)nc(C(N)=O)c21	i
123	CC(=O)c1c(C)cc(O[C@@H]2O[C@H](CO)[C@@H](O)[C@H](O)[C@H]2O)cc1O	i
124	COc1ccc(C(=O)Nc2ccc(Cl)cc2[N+](=O)[O-])cc1OC	?
125	Cc1cccc(C(=O)N2CCC3(CCCN(CCC4CCCCC4)C3)C2)n1 (stereo not given)	?

Compound activity from PubChem BioAssay.
